NS5 inhibitors = Dengue-2 NS5 methyltransferase inhibitors, primary screen, biochemical, confirmation dose response (AID 588689). Dengue-2 NS5 methyltransferase capping enzyme assay, biochemical; higher % means a stronger effect. inhibition, % at 25 µM; hits with a dose series show IC50 in µM. actives 0.3% (n = 340,000); in the data active = a potency from the dose series; inconclusive = inhibition above about 29% without an active follow-up result
HIV fusion peptide = cell-free HIV fusion peptide-binding blockers – biochemical, uHTS, fluorescence dequenching, primary screen (AID 1986); cell-free peptide binding, fluorescence dequenching, 30 min; higher % means a stronger effect; inhibition, % at 20 µM, or IC50 in µM where a hit was titrated; actives 0.3% (n = 290,000); in the data active = inhibition mostly above about 52%, no sharp cut-off; inactive = mostly below about 76%; note: some results filed as inactive read as strong as hits
AID2073 = inhibitors of Mint1-CaV2.2 protein interaction, biochemical, HTRF (AID 2073); HTRF protein-protein interaction, Mint1-CaV2.2; higher % means a stronger effect; inhibition, % at 20 µM, or IC50 in µM where a hit was titrated; actives 0.19% (n = 290,000); in the data active = inhibition mostly above about 51%, no sharp cut-off; inconclusive = no clear call, values can overlap the other calls; inactive = mostly below about 53%; note: some results filed as inactive read as strong as hits
Myeloid diff MLP = compounds promoting myeloid differentiation; ER-HoxA9 myeloid progenitors, lysozyme-GFP differentiation, flow cytometry; calls only at 10 µM; actives 1% (n = 360,000); AID 624256;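 active = normalized GFP-positive differentiation at or above the plate's own cutoff, the solvent-only control mean plus 3 SD; inconclusive = no clear call, values can overlap the other calls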;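 note: cells exposed to compound for four days before flow analysis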
Hep lipid drop = modulators of hepatic lipid droplet formation; AML12 mouse hepatocytes, oleate lipid droplets, BODIPY imaging; inhibition, % at 6.5 µM; actives 0.4% (n = 240,000); AID 1656;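 active = lipid droplet intensity inhibited by at least 50%, with more than 500 cells counted; inconclusive = wells with under 300 cells, treated as cytotoxic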
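Test system: AML12 mouse liver cells; schedule: overnight exposure; technique: high-content imaging of BODIPY-stained droplets and DAPI nuclei; read-out: % inhibition of corrected integrated BODIPY droplet signal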
XIAP displacement = XIAP antagonists, biochemical, IAP family, fluorescence polarization (AID 1018); XIAP BIR domain, fluorescence polarization peptide displacement; higher % means a stronger effect; displacement, % at 20 µM, or IC50 in µM where a hit was titrated; actives 0.007% (n = 200,000); in the data active = displacement above about 50%; note: a part of the inactive calls stands beside numbers as strong as those of hits
NOD2 inhibition = inhibition of NOD2-driven NF-kB reporter – cell-based, luminescence, uHTS, HEK293 (AID 1566) | inhibition, % at 4 µM; hits with a dose series show EC50 in µM | HEK293 NOD2/NF-kB luciferase reporter, luminescence; higher % means a stronger effect | actives 0.63% (n = 290,000); note: many of its hits are not listed in these tables
LYP inhibition = inhibitors of LYP phosphatase, biochemical, fluorescence intensity, uHTS (AID 1779). recombinant LYP phosphatase, fluorescence intensity; higher % means a stronger effect. inhibition, % at 11.5 µM; hits with a dose series show IC50 in µM. actives 0.054% (n = 290,000);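 note: plate controls were vehicle with enzyme for no effect and no enzyme for full effect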
SIAH1 antagonists = blockers of Siah-1 interaction with plectin peptide – biochemical, fluorescence polarization, rhodamine-plectin, uHTS, primary screen (AID 1817); Siah-1 / rhodamine-plectin peptide fluorescence polarization; higher % means a stronger effect; displacement, % at 20 µM; hits with a dose series show IC50 in µM; actives 0.02% (n = 290,000);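 active = displacement of at least 50% at 20 µM, with a fluorescence ratio check between 0.3 and a set limit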;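 note: plate controls were Siah plus tracer with DMSO for no effect and tracer alone without Siah for full effect; strong numbers were not always called active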
Hep lipid drop cells 6.5 µM = second read-out of Hep lipid drop, no call of its own (marks repeat the call); cell count; measured here: cell count, cytotoxicity flag;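 cells counted across two imaged fields per well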
NS5 inhibitors pilot replicate = recorded beside NS5 inhibitors, whose call it bears; inhibition, %; measured here: pilot screen replicate inhibition
Myeloid diff MLP GFP+ MAC1+ % = recorded beside Myeloid diff MLP, whose call it bears; GFP+ MAC1+ double positive, %; measured here: differentiation confirmed by MAC1 staining
Starred values were filed as active, the others as inactive; i = inactive; ? = inconclusive; nt = no result given; & = joins results of further samples. Cut-off read from the data, not from the text of the source, unless noted: active = inhibition above about 50%; inactive = the rest. Only part of the results is shown (hit frequency here may not be typical).

SMILES	NS5 inhibitors	HIV fusion peptide	AID2073	Myeloid diff MLP	Myeloid diff MLP GFP+ MAC1+ %	Hep lipid drop	Hep lipid drop cells 6.5 µM	XIAP displacement	NOD2 inhibition	LYP inhibition	SIAH1 antagonists	others
CC12C=CC3(CN(Cc4ccccc4)C(=O)C3C1C(=O)NCc1ccco1)O2 (configuration not stated)	-6.5%	0.2%	11.4%	i	2.4	nt	nt	-19.2%	6.1%	-3.7%	1.4%
C[C@@H]1CC=C[C@H]2[C@H]1C(=O)N(Cc1ccccc1)[C@H]2c1ccc(-c2ccoc2)cc1F	-1.2%	4.4%	6.5%	i	3.4	-12.2	703	nt	-8.8%	-2.4%	15.6%
CCOc1cc(/C=C(\C#N)C(=O)NCc2cccnc2)ccc1O	-40.9%	-1.4%	0.0%	i	0.4	8.9	702	-16.4%	4.0%	-3.8%	8.5%
COc1ccc(-c2cn(-c3ccccc3)nc2CO)cc1	-14.1%	0.8%	-10.4%	i	0.1	1.0	781	nt	-1.5%	3.9%	-1.0%
CN(C)C(=O)/C(=C\c1ccc(-c2cccc([N+](=O)[O-])c2)o1)NC(=O)c1ccccc1	-5.4%	-3.6%	14.7%	i	1.1	-14.4	674	-7.7%	-0.8%	7.9%	-1.1%
COc1cc(C(C2C(=O)CC(C)(C)CC2=O)C2C(=O)CC(C)(C)CC2=O)cc(OC)c1OC	87.7µM*	1.1%	22.9%	i	1.6	1.0	837	nt	-3.5%	-4.1%	6.8%
COc1ccc(-c2noc(N3CCC(C(=O)Nc4cc(OC)c(OC)c(OC)c4)CC3)n2)cc1	5.3%	-0.1%	6.9%	i	3.0	-8.5	719	nt	19.9%	-12.9%	-2.8%
c1cnc2c(c1)ccc1cccnc12	0.0%&22.4%	0.7%&2.2%	16.4%&0.5%	?	nt	8.8&-62.5	666&392	-3.6%&-13.1%	-91.1%&-99.6%	-9.4%&-1.8%	-15.6%&-5.6%
O=C(NCCc1c[nH]c2ccccc12)C(=O)NCC1OCCCN1S(=O)(=O)c1cc(F)ccc1F (configuration not stated)	-4.6%	1.6%	6.0%	i	0.7	-3.9	696	-2.2%	11.0%	1.4%	5.4%
C/C(=N\NC(=O)c1cc(-c2ccccc2C)nc2ccccc12)c1cccnc1	1.9%	-1.2%	16.6%	i	0.9	-12.5	872	nt	17.1%	-11.0%	2.9%
CC(=O)c1c(C)[nH]c(C(=O)OC2CCOC2=O)c1C (configuration not stated)	0.0%	-1.7%	-1.6%	i	0.8	10.6	766	-1.8%	7.3%	-6.7%	3.7%
CC(C)[C@@H](C(=O)N1CCN(C(=O)OC(C)(C)C)CC1)n1cc(CCO)nn1	-3.2%	-0.9%	9.8%	i	1.1	-6.9	722	2.8%	-11.4%	-3.6%	-5.8%
COc1ccccc1NC(=O)c1ccc(S(=O)(=O)N(C)C)cc1	-0.7%	-1.2%	-0.4%	i	2.6	13.3	698	-2.2%	2.2%	-2.7%	1.7%
COC(=O)c1ccc(C(=O)OC)c(NC(=O)CCC(=O)O)c1	-4.2%	1.0%	-4.4%	i	6.1	nt	nt	-0.3%	-0.4%	-7.0%	3.2%
COCCN(C(=S)Nc1ccc(Cl)cc1OC)C1CCN(C(C)=O)CC1	-5.2%	-0.6%	-21.3%	i	1.1	26.9	708	nt	-1.3%	-5.5%	-2.0%
CCOc1ccccc1NC(=S)NC(=O)CCc1ccccc1	-2.6%	1.9%	-5.1%	i	0.3	1.9	849	nt	20.8%	3.3%	4.5%
CC(=O)Nc1cccc(NC(=O)C2CCCN2C(=O)Nc2cccc(C)c2)c1 (configuration not stated)	2.7%	-1.8%	-0.7%	i	1.5	nt	nt	-8.4%	-5.2%	-2.9%	-1.2%
O=C(CCCN1C(=O)/C(=C\c2ccco2)SC1=S)Nc1ccc2ccccc2c1	-5.9%	65.1%	?	i	1.1	1.7	649	-4.4%	-34.2%	14.0%	12.2%
CC12CCC(C(=O)N3CCCc4ccccc43)(CC1=O)C2(C)C (configuration not stated)	-0.8%	12.4%	-1.6%	i	1.3	nt	nt	-6.2%	8.9%	-7.4%	0.1%
Cc1sc2nc(SCc3ccccc3)n(Cc3ccco3)c(=O)c2c1C	-4.8%	1.7%	8.7%	i	3.0	nt	nt	-21.0%	2.8%	3.3%	6.0%
COc1ccc(NC2CCCN(C(=O)c3cn(C)c4ccccc34)C2)cc1 (configuration not stated)	0.9%	0.4%	-8.2%	i	1.2	-0.3	738	nt	16.3%	-13.0%	-0.2%
CC1(C)CN2C(=O)c3ccccc3C2(C)S1 (configuration not stated)	4.7%	-0.9%	-0.7%	i	0.2	-1.0	715	-2.2%	3.4%	-3.5%	-2.6%
Oc1ccc(-n2nnnc2SCc2c(F)cccc2Cl)cc1	0.7%	-1.7%	10.0%	i	0.8	-4.7	753	nt	-6.1%	0.7%	3.6%
Cc1noc2ncnc(Oc3ccccc3)c12	-2.8%	-0.2%	3.7%	i	0.7	1.5	709	0.9%	11.0%	-1.9%	2.4%
Cc1ccc(S(=O)(=O)N(C)c2ccc(C(=O)NCC3CCCO3)cc2)cc1 (configuration not stated)	-7.0%	1.8%	-2.2%	i	0.7	nt	nt	-4.2%	-1.0%	-4.5%	4.6%
COc1ccccc1C1CCN(C(=O)c2ccc(C(C)(C)C)cc2)CC1	-5.2%	-0.5%	8.0%	i	0.2	nt	nt	nt	22.9%	4.6%	4.5%
COc1cccc(CNC(=O)Nc2cccs2)c1	-16.3%	4.0%	30.9%	i	1.0	nt	nt	-4.4%	4.0%	-5.8%	0.1%
S=C(NCc1cccs1)Nc1ccccc1Cl	-6.5%	-1.8%	-6.1%	i	0.1	4.5	570	2.5%	-5.8%	-2.4%	-4.2%
Cc1ccccc1-n1c(SCc2c(C)noc2C)nnc1-c1cccnc1	?	0.4%	0.3%	i	0.9	nt	nt	-0.8%	-2.5%	8.0%	1.0%
COc1cccc2cc(C(C)N(CCCN3CCOCC3)C(=S)Nc3ccc(C)c(C)c3)oc12 (configuration not stated)	-5.6%	-2.4%	-14.5%	i	0.9	8.8	670	-4.2%	-1.8%	-1.5%	1.3%
Cc1ccc(C(=O)Nc2ccc(Oc3cccc(C(F)(F)F)c3)nc2)cc1	2.3%	0.5%	19.5%	i	0.2	-5.3	681	nt	15.5%	-4.6%	-0.6%
O=C(N=C1SC2CS(=O)(=O)CC2N1c1cc(Cl)ccc1Cl)C1CC1 (configuration not stated)	-0.5%	1.1%	9.3%	i	2.5	-1.4	727	nt	5.9%	-0.9%	0.3%
CC(=O)NCCC(=O)N1CCCC(C(=O)c2ccc3c4c(cccc24)CC3)C1 (configuration not stated)	-3.2%	0.3%	-4.8%	i	0.3	-0.5	730	-6.6%	16.5%	-6.8%	-6.2%
CCOC(=O)c1sc(N)c(C(=O)OCC)c1C	nt	1.7%	-5.6%	i	0.3	-15.3	722	nt	-35.2%	-1.5%	9.3%
Cc1cc2c(ncn2C(C)C)c(N)c1C	-3.1%	0.5%	1.3%	i	2.0	10.0	692	2.7%	9.0%	-6.8%	4.5%	NS5 inhibitors pilot replicate=0.9
COc1ccc(-c2nc3ccccc3nc2-c2ccccc2)cc1	-0.7%	-1.1%	0.9%	i	0.0	8.7	691	-0.2%	15.0%	-3.5%	10.6%
COc1cc(O)ccc1C(=O)CCc1ccc(O)cc1	-5.0%	0.0%	9.7%	i	1.7	-1.0	826	nt	-25.4%	-0.1%	-2.2%
COc1cc(NC(=O)c2cnc(N)s2)cc(C(=O)Nc2cccc(C(F)(F)F)c2)c1	-4.4%	2.0%	13.3%	?	nt	3.7	665	nt	-1.9%	-2.4%	9.2%
O=C(O)CC(O)C(=O)O (configuration not stated)	-0.8%	1.5%	19.7%	i	0.6	nt	nt	-4.6%	-5.3%	-2.2%	-0.4%
O=C(NC1CCCCCC1)C1CCCN(c2ncccn2)C1 (configuration not stated)	-3.3%	0.0%	22.3%	nt	nt	-2.8	713	nt	-4.5%	-6.0%	0.8%
CSc1ccc(S(=O)(=O)Nc2ccc(F)cc2)cc1	-6.1%	-1.6%	2.1%	i	1.1	-30.1	668	-2.0%	9.9%	0.0%	-0.6%
COc1ccccc1OC(C)C(=O)Nc1ccc2c(c1)OCCO2 (configuration not stated)	-5.7%	-1.3%	20.5%	i	1.9	21.9	871	nt	-12.7%	-2.9%	-9.8%
O=C(COC(=O)c1cc(S(=O)(=O)N2CCCCC2)ccc1Cl)NCc1ccco1	nt	-0.6%	14.7%	i	0.1	2.5	692	-17.3%	16.0%	2.9%	1.1%
CCOc1ccccc1NC(=O)c1cc(C(=O)c2cc(OC)ccc2O)coc1=N	-22.2%	2.8%	10.0%	i	0.4	22.0	640	-1.6%	-13.9%	1.2%	5.3%
CCOCCCNC(=S)N1CCC(C(=O)c2ccc3c(c2)OCCO3)CC1	-7.8%	-1.2%	5.7%	i	0.3	-5.6	656	-10.1%	12.4%	-6.7%	3.4%
O=C(Nc1cc(C(F)(F)F)ccc1Cl)C1CCN(c2nnc(-n3cccc3)s2)CC1	3.4%	-0.6%	14.9%	nt	nt	5.7	720	-0.4%	14.9%	-5.3%	-1.2%
O=C(COC(=O)C1CC1)NC(=O)NCc1ccccc1	3.7%	-0.7%	7.3%	i	0.0	3.7	679	-9.6%	-13.0%	1.4%	2.6%
CN(O)/C=C/C(=O)c1ccc(Br)cc1	nt	-0.7%	6.3%	i	0.1	-5.6	689	-4.0%	6.2%	-2.8%	3.6%
Oc1c(Br)cc(C=Nc2ccc3nc(-c4ccccc4)[nH]c3c2)c(O)c1Br	nt	46.7%	83.1%*	nt	nt	-49.8	460	-4.9%	-9.3%	-7.4%	-0.1%
CC(C)Oc1ccccc1/C=N/Nc1ccccc1[N+](=O)[O-]	-2.2%	-4.3%	-2.6%	i	0.7	94.8*	607*	-7.7%	-0.5%	2.4%	-0.9%
CC(=O)N(CCO)Cc1cc2cc(C)cc(C)c2[nH]c1=O	10.2%	33.0%	39.7%	i	0.8	nt	nt	-17.9%	0.9%	-0.2%	-3.1%
COc1ccc(NC(=O)CN2CCN(S(=O)(=O)c3ccc(C(C)C)cc3)CC2)cc1OC	0.0%	2.1%	7.0%	i	0.7	-3.1	768	-5.2%	12.7%	5.5%	0.1%

High-throughput results: PubChem BioAssay, several laboratories
